POLB inh: blocks human DNA polymerase beta activity | P06746 | Pol beta primer extension/strand displacement, fluorescence kinetic | Potency, µM (top dose mostly 114 µM), for the others: at the highest dose activity change, negative = inhibition, usual class: inhibitors | actives 1.3% (n = 340,000); also: % is scaled to controls: 0 for no effect and ±100 for the full control effect
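Homogeneous kinetic assay of primer extension and strand displacement by 10 nM Pol beta, preincubated 15 min at room temperature with compound before 50 nM substrate (final) was added. Read at 0 and 10 min; four-parameter Hill fit.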
BLM inh: Bloom syndrome helicase (human) inhibition; recombinant BLM DNA unwinding, fluorescence dequenching; actives 0.2% (n = 350,000); P54132; AID 2528; Potency, µM (highest dose often 56.1 µM), for inactives: at the top dose activity change, negative = inhibition, actives largely listed as inhibitors;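 also: plate controls were vehicle for no effect and no enzyme for full effect; nearly all actives have a fitted effect of over 35% in size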
Anesthetic bind: candidate novel general anesthetic via apoferritin binding; P02791; apoferritin/1-aminoanthracene competitive binding, fluorescence; Potency, µM (titrated, usually from 77.5 µM), without a hit: top-dose activity change, negative = displacement, hits mostly inhibitors; actives 0.074% (n = 350,000); also: % is scaled to controls: 0 for no effect and ±100 for the full control effect; nearly all actives have a fitted effect of over 20% in size
Target sequence (P02791 2-175 limits assumed): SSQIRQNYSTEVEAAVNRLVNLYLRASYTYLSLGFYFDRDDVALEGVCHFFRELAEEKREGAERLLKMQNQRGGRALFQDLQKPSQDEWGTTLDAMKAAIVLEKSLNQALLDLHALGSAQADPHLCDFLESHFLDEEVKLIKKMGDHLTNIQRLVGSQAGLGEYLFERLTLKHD
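In PBS, apoferritin at 10 uM is loaded with 1-AMA from a 50% saturated solution. After 10 min of compound exposure at ambient temperature, reduced 535 nm fluorescence indicates probe displacement.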
POLK inh: inhibitors of human DNA polymerase kappa; AID 588579; purified Pol kappa, fluorescent DNA synthesis assay, 10 min; actives 0.53% (n = 400,000); Potency, µM (titrated, usually from 107 µM), inactives show at the top dose activity, negative = inhibition, usual class: inhibitors; also: % is scaled to controls: 0 for no effect and ±100 for the full control effect
Target sequence (Q9UBT6 whole entry, looked up): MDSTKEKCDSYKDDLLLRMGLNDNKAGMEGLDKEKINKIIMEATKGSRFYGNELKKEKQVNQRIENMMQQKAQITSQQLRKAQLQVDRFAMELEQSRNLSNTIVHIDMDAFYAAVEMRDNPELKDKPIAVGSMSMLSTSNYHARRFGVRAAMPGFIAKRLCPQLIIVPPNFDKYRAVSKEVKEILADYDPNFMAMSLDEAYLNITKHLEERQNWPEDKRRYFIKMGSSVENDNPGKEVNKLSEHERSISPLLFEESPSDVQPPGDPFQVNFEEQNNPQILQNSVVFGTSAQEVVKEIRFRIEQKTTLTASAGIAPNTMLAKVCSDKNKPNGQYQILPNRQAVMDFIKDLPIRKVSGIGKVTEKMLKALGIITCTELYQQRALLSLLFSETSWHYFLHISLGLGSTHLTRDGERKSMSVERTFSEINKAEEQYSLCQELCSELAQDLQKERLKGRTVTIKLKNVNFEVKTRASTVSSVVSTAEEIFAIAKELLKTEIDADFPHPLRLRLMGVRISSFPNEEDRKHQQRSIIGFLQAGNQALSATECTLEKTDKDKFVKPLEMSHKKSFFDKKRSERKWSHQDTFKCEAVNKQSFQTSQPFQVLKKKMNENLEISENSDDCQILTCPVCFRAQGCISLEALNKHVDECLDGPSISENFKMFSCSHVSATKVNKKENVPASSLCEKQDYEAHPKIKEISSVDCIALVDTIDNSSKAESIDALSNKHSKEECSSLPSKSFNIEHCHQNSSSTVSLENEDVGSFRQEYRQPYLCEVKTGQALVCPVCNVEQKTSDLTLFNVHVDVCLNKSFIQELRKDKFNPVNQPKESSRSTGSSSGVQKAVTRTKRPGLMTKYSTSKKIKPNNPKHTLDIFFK
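First, compounds were pin-transferred onto 10 nM Pol kappa. After 15 min at room temperature, substrate was added to 50 nM final. Fluorescence was then measured kinetically at 0 and 10 min.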
G9a inh: inhibitors of human histone lysine methyltransferase G9a | Q96KQ7 | G9a H3K9 monomethylation, AlphaScreen, 2 h | Potency, µM (titrated, usually from 102 µM), without a hit: at the top dose activity, negative = inhibition, usual class: inhibitors | actives 8.8% (n = 350,000); also: % is scaled to controls: 0 for no effect and ±100 for the full control effect; nearly all actives have a fitted effect of over 75% in size
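Step 1: enzyme (final 20 nM) with compound, 15 min RT. Step 2: substrate peptide 500 nM and SAM 20 uM, 2 h RT. Step 3: anti-H3K9me1 antibody and AlphaScreen beads, 10 min, then plate read.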
BAZ2B block: inhibitors of human BAZ2B bromodomain. Q9UIF8. AlphaScreen BAZ2B-H3K14Ac peptide displacement. Potency, µM (titrated, usually from 114 µM), for inactives: at the top dose activity change, negative = inhibition, actives largely listed as inhibitors. actives 4.4% (n = 360,000); also: % is scaled to controls: 0 for no effect and ±100 for the full control effect; nearly all actives have a fitted effect of over 60% in size
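Complex of BAZ2B and biotin-H3K14Ac (50 nM apiece) forms over 30 min at RT, then faces library compounds up to 110 uM for another 30 min; AlphaScreen beads added, 20 min dark incubation, luminescence read.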
Pol iota inh: inhibitors of human DNA polymerase iota | Pol iota fluorescent replication assay, 10 min | Potency, µM (series often up to 115 µM), inactives show at the highest dose activity, negative = inhibition, usual class: inhibitors | AID 588590 | actives 1% (n = 390,000)
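Pol iota at 10 nM preincubated 15 min with compounds at room temperature; reaction started with fluorescent substrate, 50 nM final. Fluorescence read kinetically at 0 and 10 min; buffer-only wells as negative control.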
POLH inh: inhibitors of human DNA polymerase eta | Q9Y253 | recombinant Pol eta, fluorescent DNA replication assay | Potency, µM (doses to about 114 µM), for inactives: top-dose activity change, negative = inhibition, most hits filed as inhibitors | actives 1.2% (n = 390,000); also: % is scaled to controls: 0 for no effect and ±100 for the full control effect
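Fluorescent replication assay: 50 nM final substrate added after a 15 min room-temperature compound preincubation with 10 nM enzyme. Signal taken at 0 min and again at 10 min.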
APEX1 inh: inhibitors of human APE1 endonuclease; Potency, µM (titrated, usually from 65.8 µM), inactives show top-dose activity change, negative = inhibition, hits mostly inhibitors; recombinant APE1, TAMRA/BHQ-2 abasic DNA cleavage fluorescence; AID 2517; actives 0.35% (n = 350,000);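 also: plate controls were vehicle for no effect and reference inhibitor for full effect; nearly all actives have a fitted effect of over 55% in size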
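Step 1: APE1 (0.75 nM) with compound, 15 min RT. Step 2: add 50 nM fluorophore/quencher THF duplex. Step 3: three fluorescence reads 60 s apart (525/598 nm); read 3 minus read 1 = reaction progress.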
Starred values were filed as active, the others as inactive; u = inconclusive; x = not tested or not shown; [ ] = another dose, or the depositor's remark. Calls follow the shape of the dose curve; as a rule, active = well fitted curve in the direction sought with a large enough effect; inconclusive = small, poorly fitted or top-dose-only effect, or another doubt; inactive = no such curve, though single readings can be large; an effect the other way counts as inactive or inconclusive. Potency is read from the fitted curve at half-maximal effect. This is a subset; count on the stated rates, not on these rows.

SMILES	POLB inh	BLM inh	Anesthetic bind	POLK inh	G9a inh	BAZ2B block	Pol iota inh	POLH inh	APEX1 inh
Cn1c(SCc2cccc3ccccc23)nnc1-c1ccco1	0%	-1%	-3%	-9%	16µM*	-27%	25%	-9%	-5%
O=Cc1ccc(-c2ccccc2C(=O)O)o1	u	-5%	-1%	-12%	u	-22%	83%[activator]	4%	1%
Cc1cc(C(=O)COC(=O)c2ccc(NC(=O)CC#N)cc2)c(C)n1CCc1ccc(F)cc1	x	x	x	-21%	30%[12.7 µM]	-2%	-14%	-27%	13%
COc1ccc(N(CC(=O)N2CCCC2)S(C)(=O)=O)cc1	52%	-1%	-3%	-19%	-6%	3%	113%[activator]	-12%	10%
O=C(NCCCN1CCOCC1)c1cc(-c2ccc(Br)cc2)nc2ccccc12	x	x	x	-9%	-11%	-3%	26%	-8%	-11%
COc1ccc(-c2ccc(=O)n(Cc3ccccc3)n2)cc1	-27%	3%	-15%	-10%	x	8%	-30%	-10%	4%
O=c1c(-c2cccc3ccccc23)[n+]([O-])c2ccccc2n1O	18%	-4%	3%	-5%	x	u	u	-6%	-3%
CCN1CCN(C(=O)c2nn(-c3ccccc3)c(=O)c3ccccc23)CC1	-18%	1%	-8%	3%	15%[59 µM]	6%	0%[58.9 µM]	0%	-2%
CN(C)CCCN(C(=O)c1ccc(S(=O)(=O)N(C)C2CCCCC2)cc1)c1nc2ccc(F)cc2s1	4%	1%	u	-10%	45µM*	u	8%	-16%	5%
COc1ccc(/C=N/NC(=O)c2cc(O)c(O)c(O)c2)cc1Cn1cc([N+](=O)[O-])cn1	0.56µM*	u	-21%	4µM*	14µM*	10µM*	3.2µM*	2.8µM*	1.6µM*
Cc1cc(C)cc(N(C(=O)C2CCCC2)C2C=CS(=O)(=O)C2)c1 (configuration not stated)	28%	-4%	-10%	-4%	u	8%[57.1 µM]	-3%	-6%	-4%
Cc1ccc(C)c(S(=O)(=O)Nc2cc(SCC(=O)O)c(O)c3ccccc23)c1	79µM*	16µM*	-24%	-22%	1.1µM*	20µM*	8.9µM*	22µM*	-12%
O=C(COC(=O)c1ccccc1Oc1ccccc1)NC1CCS(=O)(=O)C1 (configuration not stated)	-28%	2%	-2%	-6%	2%[59 µM]	-3%	9%	-14%	4%
COc1ccccc1-c1nc(S(=O)(=O)c2ccc(Cl)cc2)c(N(C)C)o1	1%	-2%	11%	-3%	2.8µM*	u	24%	6%	-2%
Cc1cc(-c2n[nH]c(=S)n2Cc2ccco2)nn1C	-14%	1%	2%	-17%	8.9µM*	-33%	4%	1%	5%
CCOC(=O)CC1C(=O)NCCN1c1nc2ccc(C)cn2c(=O)c1/C=C1\SC(=S)N(CC(C)C)C1=O (configuration not stated)	1%	-5%	-2%	-4%	u	79µM*	36%[activator]	-12%	3%
O=[N+]([O-])c1cc(S(=O)(=O)N2CCCC2)ccc1N/N=C1/CCCc2ccccc21	47%	-5%	5%	-5%	4.5µM*	3.5µM*	18%	-22%	24%
CC1=CC(=O)C(C(C)C)=C/C1=N\OC(=O)c1cccc2nc(C)oc12	5%	2%	-7%	10%	12%[59 µM]	5%	25%	-8%	1%
C=CCc1cccc2cc(C(=O)N3CCN(C(=O)c4ccccc4)CC3)c(=O)oc12	u	-8%	-12%	1%	14µM*	u	49%[activator]	-27%	44%
COc1ccc(N2CCN(C(CNC(=O)C(=O)NCc3ccc(F)cc3)c3cccnc3)CC2)cc1 (configuration not stated)	4%	-6%	30%[activator]	0%	4%[59 µM]	-4%	-17%	-13%	x
COC(=O)C1Sc2[nH]c(=O)sc2C2c3ccccc3OC(=O)C12 (configuration not stated)	18%	-1%	-8%	-7%	u	-7%	45%[activator]	8%	-3%
Cc1cccc(NC(=O)C2CCCN(S(=O)(=O)c3ccc(Br)s3)C2)c1 (configuration not stated)	u	-11%	-12%	-3%	1%[59 µM]	2%	23%	-26%	x
Cc1nccn1CC(O)COc1ccc(Cl)cc1Cl (configuration not stated)	-1%	1%	-8%	-6%	25%	-35%	2%	-11%	41%
Cn1nccc1C(=O)N1CCN(c2cccc(C(F)(F)F)c2)CC1	39%	2%	-3%	-3%	71µM*	-28%	0%	-12%	22%
O=C(CSc1nc(-c2ccc(F)cc2)[nH]c1-c1ccc(F)cc1)Nc1ccc2c(c1)OCO2	u	-3%	1%	-3%	13%[59 µM]	u	u	-29%	x
CCCCOc1ccc(C(=O)Nc2cccc(-n3cnnn3)c2)cc1OC	7%	-7%	u	10%	23%	-11%	25%	-2%	21%
COC(=O)c1[nH]c2cc(C)ccc2c1NC(=O)CN1CCN(C(=O)c2ccco2)CC1	-1%	-2%	-9%	-7%	u	u	6%	-5%	-1%
Cc1cc(NC(=O)CSc2nc(-c3ccco3)cc(C(F)(F)F)n2)no1	1%	5%	-2%	6%	9%[59 µM]	-5%	-3%	-3%	7%
Cc1c(Cc2ccccc2)c(=O)oc2cc(OCc3nn[nH]n3)ccc12	u	-3%	-10%	-5%	u	7%	u	u	16%
CCOC(=O)c1ccc(NC(=O)Nc2cccc(C)n2)cc1	1%	-5%	-3%	-1%	-18%	-14%	-15%	-6%	0%
CCOc1ccccc1CNC(=O)CCCN1C(=O)CCn2nc(-c3cccn3C)cc21	3%	1%	6%	-7%[60.1 µM]	-42%[59 µM]	u	6%	-12%	x
CSc1nc2c([nH]c3ccccc32)c(=O)n1-c1ccc(C)cc1	35%[activator]	-7%	3%	-12%[60.1 µM]	26%[59 µM]	5%	38%[activator]	-2%	x
COCCNC(=O)c1onc(CSc2cccc(Cl)c2)c1C(=O)O	21%	0%	-10%	-29%	x	0%	0%	-15%	1%
CCOc1cc(CNC(=O)c2sc3ncnc(N(C)C4CCCCC4)c3c2C)ccc1OC	-2%	-6%	1%	-6%[60.1 µM]	-2%[59 µM]	u	4%	x	x
CC1(C)CC(=O)c2cc(-c3nc(-c4ccc(F)cc4)cs3)c(=O)[nH]c2C1	-9%	-4%	-6%	-7%	1.3µM*	71µM*	9%	3%	x
CC(=O)c1cccc(NC(=O)c2ccc3c(=O)n4c(nc3c2)CCCCC4)c1	u	2%	-24%	-10%	-9%	-26%	176%[activator]	-15%	-4%

Copied from above for reference:
SMILES	POLB inh	BLM inh	Anesthetic bind	POLK inh	G9a inh	BAZ2B block	Pol iota inh	POLH inh	APEX1 inh
Cc1c(Cc2ccccc2)c(=O)oc2cc(OCc3nn[nH]n3)ccc12	u	-3%	-10%	-5%	u	7%	u	u	16%
CCOC(=O)c1ccc(NC(=O)Nc2cccc(C)n2)cc1	1%	-5%	-3%	-1%	-18%	-14%	-15%	-6%	0%
CCOc1ccccc1CNC(=O)CCCN1C(=O)CCn2nc(-c3cccn3C)cc21	3%	1%	6%	-7%[60.1 µM]	-42%[59 µM]	u	6%	-12%	x
CSc1nc2c([nH]c3ccccc32)c(=O)n1-c1ccc(C)cc1	35%[activator]	-7%	3%	-12%[60.1 µM]	26%[59 µM]	5%	38%[activator]	-2%	x
COCCNC(=O)c1onc(CSc2cccc(Cl)c2)c1C(=O)O	21%	0%	-10%	-29%	x	0%	0%	-15%	1%
CCOc1cc(CNC(=O)c2sc3ncnc(N(C)C4CCCCC4)c3c2C)ccc1OC	-2%	-6%	1%	-6%[60.1 µM]	-2%[59 µM]	u	4%	x	x
CC1(C)CC(=O)c2cc(-c3nc(-c4ccc(F)cc4)cs3)c(=O)[nH]c2C1	-9%	-4%	-6%	-7%	1.3µM*	71µM*	9%	3%	x
CC(=O)c1cccc(NC(=O)c2ccc3c(=O)n4c(nc3c2)CCCCC4)c1	u	2%	-24%	-10%	-9%	-26%	176%[activator]	-15%	-4%

Further structures follow.
SMILES	POLB inh	BLM inh	Anesthetic bind	POLK inh	G9a inh	BAZ2B block	Pol iota inh	POLH inh	APEX1 inh
COC(=O)c1cc(C#N)c(=O)[nH]c1C	-1%	-2%	-3%	-8%	8%	1%	39%[activator]	-2%	-2%
Cc1c(-c2cccc(Cl)c2)nc2ccccc2c1C(=O)OCC(=O)N(C)C1CCS(=O)(=O)C1 (configuration not stated)	12%	-8%	-18%	9%	3%[59 µM]	u	30%	-15%	-5%
CCn1c(C)nc2cc(C(=O)NN=Cc3ccc([N+](=O)[O-])cc3)ccc21	x	x	x	1%	x	x	6%	-11%	11%
COC(=O)CC/C(=N/Nc1ccc(Cl)c(Cl)c1)C(=O)OC	u	-5%	-8%	2%	41%[activator]	68%[activator]	-13%	-10%	0%
Oc1ccc(Br)cc1-c1ccn[nH]1	41%	-8%	-23%	-6%	17%[59 µM]	0%	24%	-12%	7%
CCc1nnc(NC(=O)CSc2nnc(CNc3ccc(F)cc3)n2C2CCCCC2)s1	-3%	-2%	u	-8%	-24%	-1%	15%	-12%	4%
CN(C)c1ccc(N2CN=C3SCC(=O)N3C2)cc1	6%	1%	-22%	-20%	u	25µM*	u	9%	-6%
Fc1cccc(Cl)c1CSc1ccc(-c2cccnc2)nn1	3%	-12%	-24%	-9%	-24%	1%	9%	-5%	1%
CN(CCCNC(=O)c1ccc(CS(=O)c2ccc(Br)cc2)o1)Cc1ccccc1 (configuration not stated)	3%	-6%	-8%	-1%	46%	-20%	-5%	-23%	51%[activator]
Cc1nc(N)c(CC(Br)CBr)c(Cl)n1 (configuration not stated)	10%	-1%	-16%	7%	-35%	-15%	36%[activator]	-11%	1%
CCCCOc1ccc(CNC(=O)c2ccc(NC(=O)N3CCSc4ncccc43)cc2)cc1	0%	3%	u	-3%	0%[59 µM]	-17%	24%	-11%	x
COc1ccc(Cl)cc1S(=O)(=O)N1CCCC(C(=O)NCc2ccccc2)C1 (configuration not stated)	18%	-3%	-3%	-9%	x	-3%	7%	-21%	-2%
CCCCCCCCCn1c2c(c(=N)c3c1CCC3)CCCC2	-14%	22%	u	-21%	-39%	2%	u	-8%	2%
COc1cc(/C=N/NC(=O)CCN2CCCCC2)ccc1O	-16%	-1%	1%	-14%	u	-3%	5%	-13%	18%
COc1ccc(NC(=O)NNC(=O)c2ccc3ccccc3c2O)cc1OC	-9%	-2%	-1%	-3%	-10%	6%	24%	-5%	43%

Source: PubChem BioAssay (National Center for Advancing Translational Sciences (NCATS))
